# MsrA inhibitor: inhibitors of bovine MsrA; purified bovine MsrA, absorbance read-out; inhibition, % at 15.5 µM; 360,000 compounds, 0.75% hits; in the data active = inhibition above about 4.5%;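 note: 0% = vehicle wells with enzyme and 100% = reference inhibitor wells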
# Tb MetRS inh: Trypanosoma brucei MetRS inhibition. AID 624268. purified T. brucei MetRS, ATP depletion, Kinase-Glo luminescence. inhibition, % at 11.9 µM. 360,000 compounds, 0.4% hits;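 active = inhibition above a per-plate cutoff of the control wells' mean inhibition plus 3 SD, cut at about 5.5% in these data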;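 note: 0% = DMSO wells median and 100% = median of wells with control inhibitor compound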
#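 Material: T. brucei methionyl-tRNA synthetase, purified; reagent: substrates ATP, L-methionine and bulk Escherichia coli tRNA; dosing: 11.9 µM single point; timing: 15 min plus 2 h at 25 °C; detection: luminescence of leftover ATP; evaluation: % inhibition; control set: DMSO-only wells as low control; replicates: singlicate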
# Scp1 inh: Scp-1 (human) phosphatase inhibition | Q9GZU7 | Recombinant Scp1, phosphopeptide, malachite green phosphate absorbance | inhibition, % at 20 µM | 340,000 compounds, 0.88% hits | AID 493091;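 active = inhibition above about 50% at 20 µM, limit read from the data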;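 note: plate controls were DMSO wells with enzyme for no effect and wells lacking enzyme for full effect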
# Target sequence (Q9GZU7 76-261 limits assumed): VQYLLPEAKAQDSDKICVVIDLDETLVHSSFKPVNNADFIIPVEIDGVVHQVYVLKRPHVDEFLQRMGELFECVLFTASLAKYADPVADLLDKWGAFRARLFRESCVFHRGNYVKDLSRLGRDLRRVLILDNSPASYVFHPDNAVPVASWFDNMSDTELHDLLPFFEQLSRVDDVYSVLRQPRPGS
#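 Test system: SCP-1 catalytic domain; Buffer or medium: Acidic Tris acetate buffer with magnesium and detergent; Also added: Phosphorylated 17-residue peptide substrate; Compound: single 20 µM dose, 1% DMSO; Schedule: enzyme reaction 45 min at room temperature, colour 5 min, stabilisation 30 min; Signal: Phosphate-binding colour reagent, absorbance read at 630 nm.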
# STEP inh: STEP (human) phosphatase inhibition; AID 588621; inhibition, % at 20 µM; P54829; recombinant STEP, OMFP fluorogenic substrate, fluorescence; 360,000 compounds, 0.25% hits;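 active = inhibition at 20 µM, scaled per plate between control wells, above about 37%, limit read from the data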;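 note: 0% = DMSO with enzyme and substrate and 100% = substrate only without enzyme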
#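 System: STEP phosphatase, cell-free reaction; Buffer or medium: Bis-Tris pH 6.0 buffer with DTT, detergent; Incubation: 20 min at room temperature, dark; Measured by: fluorescence, 480/540 nm.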
# LMPTP block: blocks human LMPTP phosphatase; inhibition, % at 20 µM; 360,000 compounds, 0.22% hits; recombinant LMPTP-A, OMFP fluorogenic substrate, fluorescence intensity; AID 651560;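 active = compounds that cut the enzyme signal by at least half of the control window in the single-dose screen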;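 note: plate controls were DMSO wells with enzyme plus substrate for no effect and substrate without enzyme for full effect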
# Target sequence (P24666 whole entry, looked up): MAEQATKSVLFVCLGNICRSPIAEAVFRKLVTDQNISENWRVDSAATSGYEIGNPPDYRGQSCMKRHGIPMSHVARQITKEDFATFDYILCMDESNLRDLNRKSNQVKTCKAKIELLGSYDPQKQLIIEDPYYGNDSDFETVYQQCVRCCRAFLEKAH
#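 Test system – LMPTP-A enzyme · Amount – LMPTP-A at 0.625 nM final in the reaction · Buffer or medium – Bis-Tris pH 6.0, DTT, detergent · Reagent – OMFP 400 µM · Doses – single 20 µM dose · Schedule – reaction 50 min, room temperature, dark · Detection – fluorescence intensity of OMFP turnover product · Evaluation – percent inhibition versus substrate-only and uninhibited controls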
# NadD block: inhibitors of Staphylococcus aureus NadD; purified NadD enzyme, colorimetric absorbance read-out; inhibition, % at 20 µM; 360,000 compounds, 0.78% hits; in the data active = inhibition above about 26%; note: some compounds past the cut are filed as inactive
# SUMO1-SIM PPI: SUMO1-SIM interaction modulation; P63165; SUMO1 binding to a labelled peptide, TR-FRET, 1 h; inhibition, % at 20 µM; 360,000 compounds, 0.33% hits; in the data active = inhibition above about 37%
# CSN inh: CSN deneddylation inhibition; Q92905; Purified CSN, SCF-Nedd8-OG deneddylation, fluorescence polarization; inhibition, % at 12.5 µM; 360,000 compounds, 0.38% hits;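 active = pattern-corrected inhibition above about 35%, with an unprinted fluorescence ratio check between 0.5 and 1.5, limit read from the data, passing the limit was not always enough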;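 note: 0% = enzyme with substrate and 100% = substrate without enzyme; some results filed as inactive read as strong as hits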
# Target sequence (Q92905 whole entry, looked up, one chain of several): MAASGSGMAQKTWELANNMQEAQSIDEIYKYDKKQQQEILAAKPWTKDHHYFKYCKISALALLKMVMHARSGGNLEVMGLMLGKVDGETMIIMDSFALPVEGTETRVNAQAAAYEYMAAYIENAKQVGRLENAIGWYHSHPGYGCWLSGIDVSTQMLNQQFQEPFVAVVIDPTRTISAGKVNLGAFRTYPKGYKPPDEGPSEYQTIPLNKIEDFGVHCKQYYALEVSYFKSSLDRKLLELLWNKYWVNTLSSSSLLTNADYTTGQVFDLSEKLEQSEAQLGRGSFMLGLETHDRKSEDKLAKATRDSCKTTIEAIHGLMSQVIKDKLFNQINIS
#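 Schedule: reaction 90 min, room temperature / Assay system: HEK293T-derived human Csn5 enzyme / Input: Csn5 at 0.24 nM final / Measure: inhibition of Csn5 cleavage, % / Control set: substrate-only high control, full reaction low control / Technique: fluorescence polarization of the substrate / Buffer or medium: Tris/NaCl/DTT buffer, pH 7.5 / Reagent: SCFSkp2-Nedd8OG substrate at 10 nM final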
# DNMT1 inh: inhibitors of human DNMT1; P26358; DNMT1 molecular beacon, Hinp1I cleavage, fluorescence; inhibition (reported as % activation of signal), % at 10 µM; 360,000 compounds, 0.83% hits; AID 588458; in the data active = inhibition above about 50%
# Rpn11 inh: inhibitors of human proteasome Rpn11; O00487; human 26S proteasome, Ub4-pepOG fluorescence polarization; 20S core pre-blocked with epoxomicin; calls only at 20 µM; 360,000 compounds, 0.59% hits; AID 588493;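 active = inhibition at 20 µM, scaled to each plate's controls, above about 33%, limit read from the data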
# Target sequence (O00487 whole entry, looked up): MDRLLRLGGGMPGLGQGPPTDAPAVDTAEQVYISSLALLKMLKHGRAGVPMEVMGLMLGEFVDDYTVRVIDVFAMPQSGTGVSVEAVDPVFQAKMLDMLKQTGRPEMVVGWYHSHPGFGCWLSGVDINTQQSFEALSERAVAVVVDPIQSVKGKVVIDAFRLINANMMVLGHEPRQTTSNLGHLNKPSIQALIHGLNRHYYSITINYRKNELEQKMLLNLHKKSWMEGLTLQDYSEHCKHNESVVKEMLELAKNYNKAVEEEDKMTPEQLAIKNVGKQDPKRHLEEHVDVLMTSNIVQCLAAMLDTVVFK
# An asterisk follows results filed as active; i = inactive; / = not tested or not shown; + = active, no number. Not all compounds are listed (hit frequency here may not be typical).
SMILES,MsrA inhibitor,Tb MetRS inh,Scp1 inh,STEP inh,LMPTP block,NadD block,SUMO1-SIM PPI,CSN inh,DNMT1 inh,Rpn11 inh
Cc1ccsc1C(=O)C1CCCN(Cc2cccn2-c2ccccn2)C1 (stereo not drawn),0.9,0.8,-2.1,-2.9,-1.7,2.7,1.6,-1.5,0.3,i
Cc1ccc(OCCSC2=NN2c2cc(C)nc(N)n2)cc1,0.8,-0.2,-14.2,-1.4,0.3,-4.5,-1.9,-4.6,-3.1,i
COc1ccc(C2NCc3ccc4c(c3-n3cccc32)OCO4)cc1OC (stereo not drawn),/,-0.6,-14.5,-1.7,-0.6,0.7,-0.8,-5.8,-2.8,i
CCCNC(=O)N1[C@H]2CC[C@@H]1C(C(=O)OC)=C(c1ccc(F)cc1OCc1ccccc1)C2,/,0.0,-3.0,1.3,-1.1,-5.0,10.8,2.5,0.1,i
Cc1ccc(S(=O)(=O)c2nc(-c3ccccc3Cl)oc2N(C)C2CCN(C)CC2)cc1,1.1,-0.2,-9.0,2.5,0.1,-13.1,-4.8,-2.8,-5.4,i
Cn1ccnc1P(=S)(c1nccn1C)N1CCOCC1,0.2,-0.5,0.2,3.9,-1.2,2.7,-0.3,-5.0,1.5,i
CCC(=NC1CC1)c1c(O)n(-c2ccc(OC)cc2)c(=O)[nH]c1=O,-0.6,-0.3,2.6,-2.5,0.6,3.0,-0.8,-1.9,0.4,i
CN1CCN(c2nc3ccccc3o2)CC1,-0.3,-0.2,-16.3,1.6,-2.8,-3.8,6.9,3.9,-2.9,i
CCOC(=O)[C@]12Cc3ccccc3[C@H]1N(C(C)C)C(=O)c1cc(OC)ccc12,-0.6,0.6,/,/,1.5,-0.4,11.9,0.8,/,/
COC(=O)C1=C(c2ccc(OC)c(OC)c2)C[C@@H]2CC[C@H]1N2C(=O)NCc1cccc2ccccc12,1.6,-0.4,-0.2,3.2,0.8,-0.9,0.7,-2.8,0.2,i
O=S1(=O)N(CCN2CC=C(c3c[nH]c4cc(F)ccc34)CC2)c2cccc3c2N1CCC3,-0.6,-0.3,-3.5,0.3,4.2,13.5,-53.2,3.6,-16.2,i
CCc1ccc2c(CN3CC=C(c4ccccc4)CC3)cc(=O)oc2c1,1.4,0.6,0.9,-0.7,1.6,3.8,-10.7,-0.2,-3.2,i

# Entries from the list above with four or more nitrogen atoms, in the order listed:
SMILES,MsrA inhibitor,Tb MetRS inh,Scp1 inh,STEP inh,LMPTP block,NadD block,SUMO1-SIM PPI,CSN inh,DNMT1 inh,Rpn11 inh
Cc1ccc(OCCSC2=NN2c2cc(C)nc(N)n2)cc1,0.8,-0.2,-14.2,-1.4,0.3,-4.5,-1.9,-4.6,-3.1,i
Cn1ccnc1P(=S)(c1nccn1C)N1CCOCC1,0.2,-0.5,0.2,3.9,-1.2,2.7,-0.3,-5.0,1.5,i
O=S1(=O)N(CCN2CC=C(c3c[nH]c4cc(F)ccc34)CC2)c2cccc3c2N1CCC3,-0.6,-0.3,-3.5,0.3,4.2,13.5,-53.2,3.6,-16.2,i

# Continuation:
SMILES,MsrA inhibitor,Tb MetRS inh,Scp1 inh,STEP inh,LMPTP block,NadD block,SUMO1-SIM PPI,CSN inh,DNMT1 inh,Rpn11 inh
COC(=O)C1=C(c2ccc3ccccc3c2)C[C@@H]2CC[C@H]1N2C(=O)N1CCCCC1,-0.2,-0.3,-8.2,-1.2,-0.1,-4.4,-2.2,1.8,3.9,i
CC(CO)(CO)N=Cc1c(O)n(-c2cccc3ccccc23)c(=O)[nH]c1=O,0.5,-0.1,0.5,-0.8,-1.3,0.5,0.0,3.0,-2.6,i
COc1ccccc1CCNCc1cc2c(cc1[N+](=O)[O-])OCO2,-0.2,-1.5,-2.0,11.0,1.8,1.7,-12.9,0.1,-0.9,i
COC(=O)C1=C(c2ccc(F)cc2OCc2ccccc2)C[C@@H]2CC[C@H]1N2C(=O)NCc1cccc(F)c1,0.8,-0.5,-8.5,1.2,4.5,-11.5,-3.9,1.8,-8.6,i
COc1ccc(N=Cc2c(O)n(CC3CCCO3)c(=O)[nH]c2=O)cc1 (stereo not drawn),3.0,-0.6,4.1,-2.0,-0.4,0.0,-10.7,0.0,0.9,i
CCOC(=O)c1cc2c(cn1)[C@H](CCO)NC2,-0.6,0.7,-8.0,1.1,-2.3,6.4,2.8,1.4,4.4,i
CCCCCCn1c(O)c(C=NCCCn2ccnc2)c(=O)[nH]c1=O,0.2,-0.4,-4.2,-3.3,-3.6,0.3,1.2,53.0*,1.5,/
C[C@]12CC[C@H](O)C[C@@H]1CC[C@@H]1[C@@H]2CC[C@]2(C)C(=O)CC[C@@H]12,-0.8,-0.6,-17.2,-0.8,-1.0,-6.5,0.1,-1.9,-4.9,i
O=c1c2ccccc2nc(-c2ccco2)n1-c1cccnc1,1.8,-0.3,2.1,-4.8,-0.1,1.8,-5.1,2.7,-0.3,i
c1ccc(CNCCc2c[nH]c3ccccc23)cc1,0.9,-1.4,-4.7,0.2,-0.6,0.7,0.6,-1.2,-2.5,i
COc1ccc(CN2CCN(C(=O)Cc3ccccc3)CC2)c(OC)c1,0.0,0.3,-9.6,0.4,-1.3,-8.0,0.2,-2.5,10.5,i
CC1CCC(C(C)C)C(OP(N)(=O)c2ccccc2)C1 (stereo not drawn),-0.3,0.1,-1.8,3.6,-1.0,1.8,2.2,2.9,0.5,i
Cc1ccc2nc3c(cc2c1)CC1(C(=O)N(C)C(=O)N(C)C1=O)C1COCCN31 (stereo not drawn),-0.2,7.1*,-2.5,-3.4,-0.7,6.9,-3.4,2.1,0.5,i
CCCC(C)C1(CC)C(=O)NC(=Nc2ccc(F)cc2)NC1=O (stereo not drawn),-0.3,0.6,-11.2,0.7,-2.0,2.4,2.0,0.1,-0.1,i
CN1C(=O)C(=Cc2ccccc2OCc2ccccc2Cl)C(=O)N(C)C1=O,-0.7,-0.1,-5.0,0.4,0.5,4.0,4.6,2.7,1.1,i
CC(=NCCc1ccccc1)c1c(O)n(C)c(=O)n(C)c1=O,1.1,-0.3,-9.8,1.3,-0.8,-0.3,-2.0,-1.2,-0.8,i
CN1C(=O)C(=Cc2cn(CC(=O)N3CCCC3)c3ccccc23)C(=O)N(C)C1=O,1.0,-1.0,-3.8,-3.8,-0.1,0.7,-11.9,-0.7,4.6,i
CN1CCN(c2ccc([N+](=O)[O-])c(NCc3ccco3)c2)CC1,1.3,-0.1,-6.8,4.9,1.1,-8.9,-22.8,-5.3,1.7,i
CCOP(=O)(OCC)C(O)c1ccc(OC)cc1 (stereo not drawn),0.0,0.5,2.3,-0.9,-0.3,-5.8,1.0,4.3,-2.9,i
COc1ccc(CCN)cc1OC,-0.4,-1.8,1.4,-2.7,-0.4,1.8,2.6,4.6,-1.1,i
COc1ccc(C(=O)C(Cc2ccccc2)N(C)C)cc1 (stereo not drawn),-0.1,-0.9,-8.4,-0.7,0.4,-8.3,1.0,0.2,-1.6,i
OC(c1ccc(F)cc1)C(c1ccccc1)N1CCOCC1 (stereo not drawn),1.0,-2.1,-7.4,3.2,-2.6,-2.7,-1.8,-0.7,3.2,i
CCCC(C)n1[nH]c(=O)c2c1NC(=O)CSC2c1ccccc1 (stereo not drawn),-0.2,0.1,7.3,-3.9,-0.8,-0.5,2.1,1.2,-0.2,i
COCCCNC(=O)c1c(NC(=O)c2ccccc2)n(Cc2ccccc2)c2nc3ccccc3nc12,1.7,-1.3,-9.0,0.7,-1.0,-2.0,-1.6,-1.7,-3.1,i
CC(=NCCCN1CCOCC1)c1c(O)n(Cc2ccccc2)c(=O)[nH]c1=O,0.3,0.4,-1.1,-0.2,-9.2,1.7,0.6,-2.8,-1.3,i
O=c1[nH]c(=O)n(Cc2ccc(F)cc2)c(O)c1C=NCCN1CCCCC1,-1.4,-0.2,-12.1,0.5,-6.1,2.9,-0.8,4.9,0.7,i
CC(=O)C1CCC2C3CCC4CC(O)CCC4(C)C3CCC12C (stereo not drawn),-1.7,-1.3,-22.7,2.9,-0.7,-2.4,2.7,-1.8,0.7,i
COc1cccc(OP(=O)(Nc2ccccc2)Oc2cccc(OC)c2)c1,/,-0.2,-11.4,-3.6,2.7,-3.1,1.1,2.5,-2.9,i
CCCNC(=O)N1[C@H]2CC[C@@H]1C(C(=O)OC)=C(c1cccc(OC)c1OC)C2,-0.7,-0.5,2.4,0.9,-2.4,-7.8,3.2,-4.5,1.2,i
CN(C)c1ccc(/C=C2\C(=O)NC(=O)N(Cc3ccc(F)cc3)C2=O)cc1,4.9*,-0.4,-0.7,-1.1,0.0,11.1,3.6,7.2,-7.2,i
CCc1cc(=O)oc2cc(C)cc(OCC(=O)N3CCC(C(=O)O)(c4ccccc4)CC3)c12,1.6,2.4,-4.0,0.0,-0.1,1.3,8.3,-2.8,0.1,i
O=C(Nc1ccccc1)c1cc([N+](=O)[O-])ccc1N1CCNCC1,0.5,0.3,-4.2,0.6,-0.5,12.5,-13.9,-5.1,-5.8,i
COc1ccccc1C=C1C(=O)NC(=S)NC1=O,1.4,-0.2,16.0,-3.5,-1.0,2.5,4.9,-1.4,-4.6,i
COc1ccc(-n2cnc3cc(C(=O)N4CCC5(CC4)OCCO5)ccc32)cc1,-0.2,-0.1,1.0,2.4,0.0,-2.7,-1.3,-2.6,2.8,i
COc1ccc(CCNC2CCCCC2)cc1OC,-1.0,0.0,-0.8,-3.3,-1.1,5.3,-0.4,3.4,-4.6,i
O=C1NC(=O)N(c2ccccc2)C(=O)/C1=C/C=C/c1ccco1,-0.5,0.5,26.3,5.2,0.2,3.6,2.0,41.9*,64.7*,+
CCOC(=O)C1CCN(/C=C2/C(=O)NC(=S)N(c3cccc(OC)c3)C2=O)CC1,0.1,-0.6,-3.9,2.8,-0.6,-3.6,2.3,1.2,4.7,i
O=c1[nH]c(=O)n(Cc2ccccc2)c(O)c1/C=N/Nc1c(F)c(F)c(F)c(F)c1F,-0.5,0.1,-7.9,0.3,-4.8,8.2,1.7,9.7,7.9,+
COC(=O)C(c1ccccc1)N1CCCCCC1 (stereo not drawn),1.3,0.2,-5.9,6.8,-4.5,0.7,-1.5,3.9,-0.3,i
CCC12CN3CCN(CC(C3)C1O)C2 (stereo not drawn),-0.6,-0.8,-8.0,-0.3,-2.6,3.8,-4.6,1.8,1.8,i
COc1ccc2c3c1O[C@H]1C(=O)CC[C@H]4[C@@H](C2)N(C)CC[C@]314,0.3,0.8,-108.6,0.8,4.2,-46.9,1.7,-2.7,-0.5,i
